Screening data (PubChem BioAssay)
CYP2C9 activ – increases human cytochrome P450 2C9 activity. P11712. recombinant CYP2C9, luciferin-H conversion, luminescence; active compounds read high; factor 1 = untreated enzyme, 0 = blocked. activation factor at 5 µM. hit rate 1.4% among 96,000;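 active means activation factor of 2 or more for CYP2C9 at a 5 µM dose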;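 further: 0 = sulfaphenazole-blocked wells and 1 = vehicle-only wells; values of inactives mirror those of a sister screen read the other way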
Target sequence (P11712 whole entry, looked up): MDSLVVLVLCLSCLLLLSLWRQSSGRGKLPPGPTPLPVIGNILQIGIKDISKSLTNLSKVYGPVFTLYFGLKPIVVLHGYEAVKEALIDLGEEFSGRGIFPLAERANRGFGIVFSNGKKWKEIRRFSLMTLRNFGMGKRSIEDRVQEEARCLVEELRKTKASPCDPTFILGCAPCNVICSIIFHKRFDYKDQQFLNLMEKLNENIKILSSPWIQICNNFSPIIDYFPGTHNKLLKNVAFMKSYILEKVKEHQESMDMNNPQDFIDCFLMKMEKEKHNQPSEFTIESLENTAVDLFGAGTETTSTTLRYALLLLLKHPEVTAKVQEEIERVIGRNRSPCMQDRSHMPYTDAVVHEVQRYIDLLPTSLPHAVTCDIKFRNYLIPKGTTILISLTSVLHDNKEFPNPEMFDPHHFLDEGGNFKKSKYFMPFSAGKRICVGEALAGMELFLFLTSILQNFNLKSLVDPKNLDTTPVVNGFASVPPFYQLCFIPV
Ecoli WT expand – blocks growth of wild type E. coli BW25113; OD600 absorbance; growth inhibition, % at 100 µM; hit rate 0.15% among 98,000; AID 710;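 active means growth inhibition above about 50% at one test dose, limit read from the data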;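 further: growth measured after 20 h incubation at 37 °C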
PLAP act – human PLAP activation; P05187; hit rate 1.2% among 96,000; activation fold at 20 µM; purified PLAP enzyme, luminescent substrate read-out; active compounds read high; in the data active means activation fold above about 2
Target sequence (P05187 whole entry, looked up): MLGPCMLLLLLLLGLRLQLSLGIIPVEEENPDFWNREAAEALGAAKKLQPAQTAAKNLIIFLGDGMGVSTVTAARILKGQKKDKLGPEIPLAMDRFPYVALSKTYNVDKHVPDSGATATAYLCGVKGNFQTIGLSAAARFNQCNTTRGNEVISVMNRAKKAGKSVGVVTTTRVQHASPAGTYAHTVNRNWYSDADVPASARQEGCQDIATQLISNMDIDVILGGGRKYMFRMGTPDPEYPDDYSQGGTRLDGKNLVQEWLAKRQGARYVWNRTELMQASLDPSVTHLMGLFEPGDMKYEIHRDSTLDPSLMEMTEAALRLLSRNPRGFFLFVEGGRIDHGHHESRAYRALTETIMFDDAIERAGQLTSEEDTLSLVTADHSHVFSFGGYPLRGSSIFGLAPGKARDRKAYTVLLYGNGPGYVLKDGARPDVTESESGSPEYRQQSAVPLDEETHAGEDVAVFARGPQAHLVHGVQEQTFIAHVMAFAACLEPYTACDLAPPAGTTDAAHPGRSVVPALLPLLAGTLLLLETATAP
CYP2C19 inhib – human CYP2C19 inhibition; CYP2C19 Supersomes, luciferin-H EGE luminescence, 30 min; inhibition, % at 5 µM; hit rate 21% among 96,000; AID 778;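 active means CYP2C19 inhibition above a set limit at 5 µM in the primary screen, cut at about 50% in these data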;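 further: plate controls were negative control wells for no effect and 2.5 mM tranylcypromine positive control for full effect; values of inactives mirror those of a sister screen read the other way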
EphB4 antag – blocks human EphB4 binding to ephrin-B2; P54760; EphB4 LBD / TNYL-RAW-Alexa532 peptide, fluorescence polarization; inhibition, % at 7 µM; hit rate 0.15% among 97,000; AID 720;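 active means inhibition above the screen-wide mean inhibition plus 3 SD, cut at about 15% in these data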;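 further: 0% = DMSO wells and 100% = excess unlabeled TNYL-RAW peptide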
CYP2C9 inh – human CYP2C9 inhibition; P11712; CYP2C9 Supersomes, luciferin-H conversion, luminescence; inhibition, % at 5 µM; hit rate 20% among 96,000; AID 777;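 active means blocking of liver enzyme CYP2C9 beyond about 50% at 5 µM, limit read from the data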; further: values of inactives mirror those of a sister screen read the other way
CYP2C19 act – activators of human cytochrome P450 2C19. 96,000 tested, under 10 active. P33261. activation factor at 5 µM. AID 1025. recombinant CYP2C19, luciferin-H EGE luminescence; active compounds read high; 0 = fully inhibited enzyme, 1 = untreated enzyme;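 active means activation factor of at least 2 at 5 µM in the primary screen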;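 further: 0 = wells with 2.5 mM tranylcypromine and 1 = vehicle-only wells; values of inactives mirror those of a sister screen read the other way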
PTK2B oligo ant – Pyk2 (human) oligomerization antagonism. Q293 cells, Pyk2 FERM NanoBiT luminescence; active compounds read low. z-score (the deposit names both 25 µM and 10 µM). hit rate 0.83% among 99,000. AID 1347419;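 active means Z-score of -3 or lower, scaled per plate to the spread of control and sample wells; inactive means z-score above -3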;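 further: negative z-score means lost luminescence so less FERM oligomerization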
PostGolgi yeast – growth inhibition of a yeast mutant, post-Golgi transport screen; AID 739; hit rate 0.9% among 98,000; post-Golgi transport phenotypic cell assay; inhibition, % at 10 µM; in the data active means inhibition above about 30%;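 further: yeast cells grown in 1536-well plates; yeast grown about 18 h at 30C before absorbance read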
* = called active by the depositor; . = no result given.

SMILES	CYP2C9 activ	Ecoli WT expand	PLAP act	CYP2C19 inhib	EphB4 antag	CYP2C9 inh	CYP2C19 act	PTK2B oligo ant	PostGolgi yeast
Cc1cc(SCC(=O)c2cccs2)nc2c(C)cccc12	1.2	-10	0.9	17	8	-17	0.8	-0.42	-9
O=C1C=C(OCc2ccccc2)CN1	1.1	3	0.8	-17	-1	-8	1.2	-0.25	11
c1ccc2c(c1)oc1c(NCc3ccc4c(c3)OCO4)ncnc12	0.2	6	0.7	70*	.	85*	0.3	0.07	-1
Cc1ccc(OCCCC(=O)NC(C)c2ccccc2)cc1 (stereo not drawn)	0.5	1	1	35	-2	47	0.6	0.29	14
O=C(Oc1csc(=S)n1C(=O)c1ccccc1)c1ccccc1	0.7	-14	1	-18	-4	28	1.2	0.93	3
COc1ccc(CCNC(=O)c2cc3ccccn3n2)c(OC)c1OC	0.8	0	1.3	75*	1	17	0.2	.	-3
O=C1CCCC/C1=C\Nc1ccc(Cl)cn1	0.9	-1	0.9	11	1	14	0.9	-0.09	4
O=C(OCC#CCSc1nc2ccccc2s1)c1ccco1	0.3	-8	1.1	83*	-4	72*	0.2	0.68	-3
CN(C)/C=N/c1c(C#N)nnn1Cc1ccccc1	1.2	12	1	67*	0	-21	0.3	0.21	0
COc1ccc(NC(=S)NN2CCN(C)CC2)cc1	1.1	5	0.8	0	5	-12	1	0.06	1
Cc1cc(=O)oc2ccc(OCC(=O)NCc3ccco3)cc12	0.9	6	1	-2	-1	8	1	0.85	3
COc1nccnc1NS(=O)(=O)c1ccc(NS(=O)(=O)c2ccc(NC(C)=O)cc2)cc1	1	-2	1.1	-26	2	1	1.3	0.89	8
CCCSC1=C(C#N)C(c2ccccc2C)CC(=O)N1 (stereo not drawn)	0.6	5	1.1	57*	10	39	0.4	-0.17	0
COC(=O)NC1CCC(CC2CCC(NC(=O)OC)CC2)CC1 (stereo not drawn)	0.9	0	1.2	9	-7	10	0.9	0.29	14
Cc1ccc(C2CC2c2n[nH]c(=S)n2-c2ccc(Cl)cc2)cc1 (stereo not drawn)	0.9	8	1	32	0	6	0.7	0.12	-4
COc1cccc(OCCOc2ccccc2OC(C)C)c1	0.8	-1	1	90*	-5	22	0.1	0.35	0
Cc1cc(N2CCC(C(=O)NCC3CC3)CC2)nc(-c2ccccc2)n1	0.4	-1	1.5	73*	2	62*	0.3	1.3	-5
COCC(C)n1c(C)cc(C(=O)COC(=O)c2c(C)nn(-c3ccccc3)c2C)c1C (stereo not drawn)	0.6	-12	1.7	62*	2	41	0.4	-1.1	8
COc1ccc(S(=O)(=O)N(C)CC(=O)Nc2ccc(C(F)(F)F)cc2)cc1Cl	0.4	-21	1	7	6	57*	0.9	-1.1	-6
CCN(CC)P(=O)(/C(Cl)=C\Nc1c(C)n(C)n(-c2ccccc2)c1=O)N(CC)CC	1.1	1	0.8	-2	-10	-8	1	1.3	0
NC(=O)CSc1nnc(Cc2cccs2)n1C1CCCCC1	1.1	3	0.9	-6	5	-11	1.1	0.17	-1
CCC(=O)Nc1ccc(NC(=O)c2ccccn2)cn1	1.2	-18	0.9	-8	.	-24	1.1	-0.52	-6
CC1CC(C)CN(c2ncc3c(n2)CC(c2ccc(Cl)cc2)CC3=O)C1 (stereo not drawn)	0.2	-13	1	43	4	78*	0.6	-0.33	12
CCN1CCN(C(=O)c2nn(-c3ccc(C)cc3)c(=O)c3c2c2ccccc2n3C)CC1	1	-17	1	5	.	4	0.9	-0.57	12

Overlap with the part before: two entries; new compounds follow.
SMILES	CYP2C9 activ	Ecoli WT expand	PLAP act	CYP2C19 inhib	EphB4 antag	CYP2C9 inh	CYP2C19 act	PTK2B oligo ant	PostGolgi yeast
CC1CC(C)CN(c2ncc3c(n2)CC(c2ccc(Cl)cc2)CC3=O)C1 (stereo not drawn)	0.2	-13	1	43	4	78*	0.6	-0.33	12
CCN1CCN(C(=O)c2nn(-c3ccc(C)cc3)c(=O)c3c2c2ccccc2n3C)CC1	1	-17	1	5	.	4	0.9	-0.57	12
O=C(COC(=O)c1ccc(S(=O)(=O)N2CCOCC2)cc1)NC1CCCC1	0.7	-2	1	-5	9	26	1	0.4	-2
Cc1ccccc1Nc1nnc(C)c(=O)n1N	1.1	0	1.3	22	2	-7	0.8	2.3	4
O=C(CCCn1c(=S)[nH]c2ccc(Br)cc2c1=O)NCC1CCCO1 (stereo not drawn)	1.4	-6	0.7	14	3	-38	0.9	0.68	-9
FC(F)(F)c1cccc(CN2CCCCCC2)c1	1	-5	1	32	.	2	0.7	-0.83	3
CS(=O)(=O)N(CC(=O)Nc1cccc(F)c1)Cc1ccccc1	0.2	6	0.9	91*	-1	82*	0.1	-0.49	7
CCOC(=O)c1ccc(N2C(=O)CC(C3CCCO3)C2=O)cc1 (stereo not drawn)	1	6	1.1	-12	0	2	1.1	-0.06	1
Cc1ccc(-c2nc(CS(=O)(=O)CC(=O)N3CCc4ccccc4C3)c(C)o2)cc1	0.3	-7	1.1	30	.	72*	0.7	.	11
COc1ccccc1NC(=S)NC(=O)CCCOc1ccc(Cl)cc1Cl	0.7	-12	0.6	13	5	34	0.9	0.54	-1
COC(=O)CNc1nc(-c2ccncc2)nc2ccccc12	0.2	2	1.1	56*	4	84*	0.4	-1.6	1
Cc1ccc(S(=O)(=O)Cn2nnnc2C(CC(C)C)N2CCN(c3ccc(F)cc3)CC2)cc1 (stereo not drawn)	0.6	1	1.1	23	-14	42	0.8	-1.2	-2
O=S(=O)(c1ccc2c(c1)OCCO2)N1CCN(c2nc3ccccc3s2)CC1	1	-3	1.1	-19	-1	-2	1.2	-1.9	3
CCN(CC)S(=O)(=O)c1ccc(NC2c3ccccc3C(=O)N2c2ccc(C)cn2)cc1 (stereo not drawn)	1	-5	0.9	-6	7	2	1.1	.	-8

Some entries already given, reduced to CYP2C19 act, EphB4 antag and CYP2C9 inh:
structure | CYP2C19 act | EphB4 antag | CYP2C9 inh
COc1ccccc1NC(=S)NC(=O)CCCOc1ccc(Cl)cc1Cl | 0.9 | 5 | 34
COC(=O)CNc1nc(-c2ccncc2)nc2ccccc12 | 0.4 | 4 | 84*
Cc1ccc(S(=O)(=O)Cn2nnnc2C(CC(C)C)N2CCN(c3ccc(F)cc3)CC2)cc1 (stereo not drawn) | 0.8 | -14 | 42

(listing goes on)
SMILES	CYP2C9 activ	Ecoli WT expand	PLAP act	CYP2C19 inhib	EphB4 antag	CYP2C9 inh	CYP2C19 act	PTK2B oligo ant	PostGolgi yeast
COc1cc(NC(=O)CN2C(=O)c3ccccc3S2(=O)=O)c(OC)cc1Cl	0.5	-1	1.1	67*	3	52*	0.3	-0.39	11
Cc1cc(C)cc(NC(=O)N2CCC(NC(=O)c3ccc(F)cc3)CC2)c1	1.3	-2	1.1	-10	1	-26	1.1	-0.36	-6
CCOC(=O)/C(N)=C/c1ncc(C(F)(F)F)cc1Cl	0.9	7	1	-2	1	5	1	0.02	3
O=C(NCc1cccs1)C1CCN(c2nccs2)CC1	0.4	-1	1.4	84*	2	56*	0.2	0.04	-2
S=c1[nH]nc(-c2ccccc2)n1/N=C/c1cccs1	0.9	3	1.1	26	4	11	0.7	0.21	-6
Cc1csc(NC(=O)CN2CCCCCC2)n1	1	0	1.1	23	0	1	0.8	-0.07	-4
Cc1[nH]c(=O)[nH]c(=O)c1S(=O)(=O)N1CCC(C(=O)N2CCN(Cc3ccccc3)CC2)CC1	0.9	-4	1.1	0	-3	5	1	0.54	-4
O=C(CSCCc1ccccn1)Nc1ccc(Br)cn1	0.8	23	0.7	10	2	21	0.9	-0.58	-21
CCOc1c2ccc(C(=O)N[C@H](C)C3CCCCC3)cc2nn1CCOC	1	-10	1.5	8	6	5	0.9	.	21
Cc1ccc(-c2nc3ccccc3n2C)o1	0.7	6	0.9	67*	0	26	0.3	0.03	5
COC(=O)c1ccc(Cn2nc(C)cc2C)cc1	1	-2	1.1	93*	14	-4	0.1	-0.19	2
CCc1ccc(C(=O)COC(=O)c2ccc(-c3nnc(-c4ccccc4)o3)cc2)cc1	1.1	-5	0.9	64*	4	-8	0.4	1.2	-1
CC(C)=CCC(C)(C)C1OCCN1C(=O)Nc1ccccc1 (stereo not drawn)	0.2	-2	0.8	100*	-1	80*	0	0.28	-2
CCCOc1ccc2ccccc2c1/C=N/n1cnnc1	0.4	5	0.9	60*	-3	57*	0.4	-0.68	2
COc1ccccc1C(=O)NCC(=O)n1nc(C)cc1C	3*	-4	0.9	5	1	-197	0.9	-0.19	6
COc1ccc(Oc2cc(F)nc(N)n2)cc1	1.1	6	0.8	6	2	-12	0.9	-0.99	20
CCOC(=O)N1CCN(C(=O)CSCc2nc(-c3ccccc3F)oc2C)CC1	0.7	1	1.2	38	-4	32	0.6	0.36	-4
Cc1sc2ncnc(SCC#N)c2c1C	1.3	-7	1.3	2	.	-27	1	0.51	-6
CC(C)c1cc(C(=O)NCc2ccco2)no1	0.9	10	1	44	3	14	0.6	.	1
FC(F)(F)c1cc(-c2ccco2)nc(NCc2ccccc2)n1	0.6	3	1.2	14	-10	36	0.9	0.49	2
Cc1nc(-c2ccccc2O)n(S(=O)(=O)N(C)C)n1	1	5	0.9	21	-4	-2	0.8	0.23	-3
CCCCc1[nH]c(=O)c(C#N)c2c1CSC(C)(C)C2	0.6	-5	1.5	63*	-13	37	0.4	-0.3	-4
CC1CC(C)(C)NCCNC(C)CC(C)(C)NCCN1 (stereo not drawn)	1	-4	.	-11	0	-2	1.1	0.61	0
O=C1CCC(C(=O)NCCCn2ccnc2)N1 (stereo not drawn)	1.2	6	1	-7	-3	-16	1.1	0.13	-1
N/C(=N\c1nc2ccccc2o1)NC(=O)c1ccccc1F	1	-4	1	-3	-2	3	1	1.4	3
CCc1cccc(C)c1NC(=O)CCCC(=O)O	0.9	-6	0.9	-1	-8	6	1	2.2	5
Cc1cc(C(=O)CN2C(=O)NC(c3ccccc3)(c3ccccc3)C2=O)c(C)n1Cc1ccco1	0.4	-6	1.6	16	2	62*	0.8	0.29	6
CC(=O)c1c(OC(=O)c2ccco2)c2ccccc2n1C	0.8	6	1	62*	1	23	0.4	-0.66	9
O=C(Cc1ccc(Cl)c(Cl)c1)OCC(=O)c1ccc[nH]1	0.5	3	0.6	91*	1	52*	0.1	1.1	5
CSc1ncccc1C(=O)OCc1ccccc1F	1.2	8	1	-8	-13	-22	1.1	1.2	-5
CCCn1c(SCC(=O)Nc2cccc(C)n2)nnc1-c1ccco1	0.7	3	0.8	48	-10	34	0.5	-0.48	7
O=C(CNc1ccc(Br)cc1)c1ccccc1	0.7	-11	1	77*	-7	30	0.2	1	13
COc1ccc(S(=O)(=O)NCC2CCC(C(=O)NCc3ccco3)CC2)cc1 (stereo not drawn)	0.9	-2	0.9	-4	-5	11	1	2.1	5
CCOC(=O)Nc1sc(NS(=O)(=O)c2ccccc2)nc1C	0.2	7	1.3	0	2	81*	1	-0.21	6
COc1ccccc1CC(=O)NC1CC(C)(C)NC(C)(C)C1	0.8	1	1	12	-2	15	0.9	0.33	24
CCC(C)N(C(=O)CSc1nc(-c2ccccc2)cs1)C1CCS(=O)(=O)C1 (stereo not drawn)	2.5*	-3	1.4	12	-4	-153	0.9	-0.31	-4
NC1=NC2(CCCCC2)N=C(Nc2ccc(F)cc2F)N1	1	23	1	9	-6	2	0.9	0.12	3
O=C(Nc1cccc2c1CCCC2)C1CCCN(S(=O)(=O)c2cccc3nonc23)C1 (stereo not drawn)	0.8	-8	0.8	8	-4	16	0.9	0.59	-7
CCC(c1nnnn1C1CCCC1)N1CCN(C(=O)c2ccco2)CC1 (stereo not drawn)	0.2	-1	1.7	61*	.	84*	0.4	0.89	-6
Clc1ccc(Sc2cnc3ccccc3n2)cc1	0.9	5	0.8	9	-2	5	0.9	-2.9	-4
COc1cc(C2C3C(=O)N(c4ccccc4)C(=O)C3ON2c2ccccc2)cc(OC)c1OC (stereo not drawn)	0.8	1	1.3	50*	3	23	0.5	0.87	-11

The order is random; 31% or so of the library scored in one or more.
